Assay outcomes: PubChem, Broad Institute
esBAF inh: SWI/SNF esBAF complex inhibition; mouse ES cells, Bmi1-luciferase knock-in reporter, 24 h; 100% = twice the neutral-well signal; reporter increase, % at 12.5 µM; hit rate 2% among 350,000; AID 602393; in the data active means activation above about 40%; inconclusive means no clear call, values can overlap the other calls;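 further: 0% = median of the plate's neutral control wells and 100% = double that signal; a rise in the Bmi1 reporter signal indicates esBAF inhibition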
RAD54 inh: blocks human RAD54 Holliday junction branch migration; hit rate 0.14% among 360,000; FAM/BHQ fluorescence; inhibition, % at 10.4 µM; AID 602329; Q92698;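 active means mean normalized replicate activity at least 40 and at least half of replicates scoring 40 or more; inconclusive means only one of the two criteria met; inactive means mean below 40 and under half of replicates reaching 40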;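 further: 0% = median of neutral control wells and 100% = median of positive control wells; inhibitors cause a drop in the FAM fluorescence signal; in these data hits start at about 50%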
Target sequence (Q92698 whole entry, looked up): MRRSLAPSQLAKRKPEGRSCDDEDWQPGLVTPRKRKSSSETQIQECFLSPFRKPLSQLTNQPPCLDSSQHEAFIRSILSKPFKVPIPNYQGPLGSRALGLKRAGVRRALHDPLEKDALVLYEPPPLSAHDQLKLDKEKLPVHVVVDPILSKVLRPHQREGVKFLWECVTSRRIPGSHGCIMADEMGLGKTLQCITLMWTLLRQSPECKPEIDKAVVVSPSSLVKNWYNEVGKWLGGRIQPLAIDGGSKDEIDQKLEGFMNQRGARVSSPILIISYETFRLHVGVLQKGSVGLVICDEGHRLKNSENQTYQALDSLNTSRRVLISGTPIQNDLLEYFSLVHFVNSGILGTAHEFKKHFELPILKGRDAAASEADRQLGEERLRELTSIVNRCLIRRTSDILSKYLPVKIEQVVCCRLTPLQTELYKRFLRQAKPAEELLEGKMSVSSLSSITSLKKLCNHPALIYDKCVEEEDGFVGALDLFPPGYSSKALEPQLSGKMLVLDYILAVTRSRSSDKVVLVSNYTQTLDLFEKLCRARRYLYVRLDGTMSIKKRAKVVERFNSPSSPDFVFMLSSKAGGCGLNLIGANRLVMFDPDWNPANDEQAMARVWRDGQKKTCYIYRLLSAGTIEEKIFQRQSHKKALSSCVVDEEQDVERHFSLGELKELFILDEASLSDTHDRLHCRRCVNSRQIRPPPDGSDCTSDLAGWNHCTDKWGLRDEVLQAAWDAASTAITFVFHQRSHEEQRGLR
Active calls of the source: *; ? = inconclusive; & = joins results of further samples. A portion of the library; rates above refer to the full screens.

SMILES	esBAF inh	RAD54 inh
CC(Oc1ccc2oc(-c3ccccc3)c(C(=O)O)c2c1)C(=O)O (centres undefined)	-9	-2
O=C(COC(=O)c1ccccn1)c1ccc(Br)cc1	6	-9
COc1ccc(/C=C2/N=C3CCCCCN3C2=O)cc1OC	4	-4
O=C(Nc1cnccn1)c1csc2ccccc12	36	-1
O=C(COc1ccccc1Br)NCc1ccco1	19	-3
CCOC(=O)C1CCN(C(=O)CSc2nnc(-c3ccco3)n2-c2ccccc2)CC1	-10	-1
Cc1ccnc(NC(=O)CS(=O)(=O)Cc2ccccc2)c1	1	-8
Cc1nc([N+](=O)[O-])cn1CC(=O)c1ccc(F)cc1	-2	2
CC(/C=C\c1cccnc1)=C/C(=O)O	7&-11	-1&-10
C=CCn1c(SCC(=O)c2cccs2)nnc1-c1cccc(OC)c1	12	-1
Cc1cccc(-n2c(SCC(=O)Nc3ccc4c(c3)OCO4)nnc2-c2ccoc2C)c1	-2	10
CCCNC(=O)c1ccccc1NC(=O)c1ccccc1N(C)S(C)(=O)=O	2	5
Cc1ccccc1-c1nn2c(-c3ccccc3)nnc2s1	5	7
Cc1ccc(S(=O)(=O)c2cc3c(=O)n4cccc(C)c4nc3n(C3CCCCC3)c2=N)cc1	-2	1
CCCC(=O)C1=C(SCC)CC(C)(C)C(C(=O)OC)C1=O (centres undefined)	0	1
Cc1ccc(S(=O)(=O)N2CCC(C(=O)N[C@@H](Cc3ccccc3)C(=O)O)CC2)cc1	-1	-9
COc1ccnc(Oc2ccccc2)c1C(=O)N/C=N/OCc1ccc(F)cc1Cl	-7	-7
CCCOc1ccc(-c2nc(=S)[nH][nH]2)cc1	28	-11
CCOc1cc(/C=N\NC(=O)c2ccc(NC(=O)C(C)(C)C)cc2)ccc1OC(=O)c1ccc(OC)cc1	6	2
O=C(Cc1ccccc1)NCCSCc1ccc(Cl)cc1	-3	-11
CC(=O)C(CC(=O)N1CCCc2ccccc21)C(=O)Nc1ccc(F)cc1 (centres undefined)	-1	3
Cc1ccc(NC(=O)C(c2ccc(Cl)cc2)N2CCCCC2)cc1 (centres undefined)	-9	0
O=C(Nc1ncc2c(n1)-c1ccccc1OC2)c1ccccc1Cl	5	-10
COc1ccc(-n2c(C)nc3cc(C(=O)NCc4ccco4)ccc32)cc1	-4	0
O=C(Nc1cc2c(cc1Cl)OCCCO2)c1ccccc1	57*	2
Cc1nc(-c2ccccc2)c(-c2ccccc2)[nH]1	-1	-2
COc1ccc(CN2CN(c3ccc(Cl)cc3)C(=O)N(n3cnnc3)C2)cc1	1	2
Cc1cc(C(=O)NNC(=S)NC(C)c2ccccc2)c2ccccc2n1 (centres undefined)	-7	7
CCc1cc2c(SCC(=O)C(C#N)=C3N(C)c4ccccc4N3C)ncnc2s1	-6	-2
Cc1cc(C)c2c3c(sc2n1)C(c1cccc(F)c1)C(C#N)=C(N)O3 (centres undefined)	-8	-10
O=C(CC(c1ccccc1)c1ccco1)N1CCOCC1 (centres undefined)	-2	-5
COC(=O)CC/C(O)=C1/C(=N)CC(C)(C)CC1=O	4	0
CCCCC(=O)Nc1c(O)c2ccccc2[nH]c1=O	-6	3
CC(C)CC(C(=O)NC(=O)NCc1ccccc1)N1C(=O)c2ccccc2C1=O (centres undefined)	1	-6
COc1ccc(NC(=O)CNS(=O)(=O)c2cccs2)cc1	12	0
Cc1[nH]n(-c2ccccc2)c(=O)c1N=Nc1nccs1	25	-4
CCCOc1c(OC)cccc1C1CC(=O)Nc2cc3c(cc21)OCO3 (centres undefined)	5	0
N#CC1=C(N)NC(SCC(=O)Nc2ccccc2)=C(C#N)C12CCCCC2	17	-13
COc1ccccc1/C=C/C(=O)c1cc(Br)ccc1OC(=O)c1ccco1	8	-5
Cc1cccc(-n2ccnc2SCC(=O)Nc2cc(C)on2)c1	-5	7
Cc1ccc(C(=O)COC(=O)c2cccc(NC(=O)c3ccc([N+](=O)[O-])cc3[N+](=O)[O-])c2)cc1	25	13
Nc1nc(NC(=O)c2cccc(S(=O)(=O)N3CCCCCC3)c2)nc(-c2ccccc2)n1	-4	3
COC(=O)C(NC(C)=O)(Nc1ccc(Br)cn1)C(F)(F)F (centres undefined)	7	4
CCOC(=O)/C(C#N)=C/Nc1ccccc1OC	47*	2
O=C1CC(c2cccc([N+](=O)[O-])c2)c2c(ccc3ccccc23)N1 (centres undefined)	9	3
Cc1cc(C)n2nc(-c3ccc(F)cc3)nc2n1	11	0
CCOC(=O)Cc1csc(SCC(=O)N2CCN(c3ccc(OC)cc3)CC2)n1	5	0
Cn1cnnc1SC(C(=O)c1ccccc1)c1ccccc1 (centres undefined)	3	6
Cc1n(CC(O)COCc2ccccc2)c2ccccc2[n+]1C (centres undefined)	-1	-7
COc1ccc(-c2ccc(/C=N/NC(=O)c3cccnc3)o2)c([N+](=O)[O-])c1	-1	9
O=C(OCC(=O)N1CCN(C(=O)COC(=O)c2ccncc2)CC1)c1ccncc1	4	2
CCN1C(c2ccccc2)C(C)C(=O)C(C)C1c1ccccc1 (centres undefined)	-3	-12
COC(=O)c1ccc2c(=O)[nH]c(CN3c4ccccc4CC3C)nc2c1 (centres undefined)	8	-2
COC(=O)c1cc(-c2ccccc2)n(CC(=O)O)c1C	7	-3
CCCC(=O)Nc1ccc(-c2nc3cc(C)c(C)cc3o2)c(O)c1	25	-7
Cc1cc(=O)n2c3c(cccc13)CCC2	-4	0
Cc1cc(NC(=O)CCCC(=O)Nc2ccc(F)cc2)no1	-11	-2
NS(=O)(=O)c1ccc(NCc2cc(Cl)ccc2OCc2ccccc2F)cc1	16	-8
O=C(NCCCN1CCOCC1)C1(c2ccccc2)CCOCC1	-4	-1
CO/N=C/c1ccc(Sc2ccccc2)c([N+](=O)[O-])c1	-11	3

Brought forward from above: 7 compounds, then new ones.
SMILES	esBAF inh	RAD54 inh
COC(=O)c1cc(-c2ccccc2)n(CC(=O)O)c1C	7	-3
CCCC(=O)Nc1ccc(-c2nc3cc(C)c(C)cc3o2)c(O)c1	25	-7
Cc1cc(=O)n2c3c(cccc13)CCC2	-4	0
Cc1cc(NC(=O)CCCC(=O)Nc2ccc(F)cc2)no1	-11	-2
NS(=O)(=O)c1ccc(NCc2cc(Cl)ccc2OCc2ccccc2F)cc1	16	-8
O=C(NCCCN1CCOCC1)C1(c2ccccc2)CCOCC1	-4	-1
CO/N=C/c1ccc(Sc2ccccc2)c([N+](=O)[O-])c1	-11	3
NC(=O)CSc1nc(-c2ccccc2Cl)ns1	?	-8
c1ccc(-c2[nH]ncc2-c2nc3ccccc3[nH]2)cc1	18	5
O=C(O)c1ccc(-c2ccccc2C(F)(F)F)o1	-11	-3
CSc1ccccc1NC(=O)c1noc2c1CCC2	48*	-2
NC(=O)CCS(=O)(=O)c1ccccc1	0	7
COc1ccc(C(=O)NCC(=O)OCC(=O)Nc2c(C)n(C)n(-c3ccccc3)c2=O)cc1	-14	4
CCOC(=O)C1CCN(C(=O)C(=O)N2CCC(C(=O)OCC)CC2)CC1	-5	-4
CN(C)CCCNC(=O)c1cc(Br)ccc1Cl	-4	5
O=C(CSc1nc2ccccc2c(=O)[nH]1)N1CCCCCC1	34	-9
CCNC(=O)NC(=O)COc1ccccc1C#N	91*	1
CCc1ccccc1NC(=O)CSc1nnc([C@@H]2CCCN2C(=O)OC(C)(C)C)o1	-11	-2
CC(=O)c1cccc(NC(=O)c2oc(C)nc2C)c1	-7	-3

Next part, overlapping the part above by 3 compounds.
SMILES	esBAF inh	RAD54 inh
CCNC(=O)NC(=O)COc1ccccc1C#N	91*	1
CCc1ccccc1NC(=O)CSc1nnc([C@@H]2CCCN2C(=O)OC(C)(C)C)o1	-11	-2
CC(=O)c1cccc(NC(=O)c2oc(C)nc2C)c1	-7	-3
CN(NS(=O)(=O)c1ccccc1)c1nc2ccccc2nc1C(F)(F)F	-7	9
Cc1cc(N2CCOCC2)nc(SCC(=O)c2ccc(Cl)cc2)n1	0	0
O=C(Nc1ccccc1Br)C1CCC(=O)N1Cc1ccccc1Cl (centres undefined)	-3	4
CCc1ccc2c(c1)C1(NN=C(c3ccc(C)cc3)S1)C(=O)N2 (centres undefined)	11	0
O=C1CC(N2CCN(c3nc4ccccc4s3)CC2)C(=O)N1Cc1cccs1 (centres undefined)	10	-5
CCN1CCN(c2c(Cl)cccc2NC(=O)c2ccco2)CC1	-10	4
COc1cccc(/C=N/n2c(SC)nnc2-c2ccccc2)c1OC	-2	5
NC(=O)c1ccc(C(F)(F)F)n(Cc2cccc(Cl)c2)c1=O	2	-2
COc1ccc(NC(=O)Cc2nnc(SCC(=O)Nc3cc(C)ccc3OC)n2C)cc1	11	2
O=c1c2[nH]c3ccc(F)cc3c2ncn1C1CCCCC1	27	-15
Cc1ccccc1CN(c1ccc(C(=O)N2CCc3ccccc3C2)cc1)S(C)(=O)=O	-6	-2
O=C(Nc1ccc(Cl)cc1)NC1CCCC1Cc1ccco1 (centres undefined)	15	-3

Next part (4 carried over from the part before).
SMILES	esBAF inh	RAD54 inh
COc1ccc(NC(=O)Cc2nnc(SCC(=O)Nc3cc(C)ccc3OC)n2C)cc1	11	2
O=c1c2[nH]c3ccc(F)cc3c2ncn1C1CCCCC1	27	-15
Cc1ccccc1CN(c1ccc(C(=O)N2CCc3ccccc3C2)cc1)S(C)(=O)=O	-6	-2
O=C(Nc1ccc(Cl)cc1)NC1CCCC1Cc1ccco1 (centres undefined)	15	-3
CN(C(=O)C1CCCO1)c1nnc(-c2cnccn2)s1 (centres undefined)	0	12
CCc1[nH]nc2c1C(C(C)C)C(C#N)=C(N)O2 (centres undefined)	1	1
COC(=O)CCc1c(C)nn(-c2ccccc2)c1C	26	1
O=C(NCCc1ccc(Cl)cc1)c1cc(S(=O)(=O)N2CCCCC2)c[nH]1	7	-2
CCn1c(NC(=S)Nc2ccccc2)nc2ccccc21	1	13
O=C(Cc1ccccc1)N/N=C/c1ccccn1	-11	0
CCOc1ccc(C2/C(=C(/O)c3ccc(F)cc3)C(=O)C(=O)N2CCCN(C)C)cc1 (centres undefined)	-5	-3
Cc1ccc(S(=O)(=O)Nc2ccc3ncccc3c2)cc1	-3	10
O=C1C2C3CCC(C3)C2C(=O)N1CNc1ccc(F)cc1 (centres undefined)	-9	5
O=[n+]1cc(-c2ccc(F)cc2)n([O-])c2c1CCC2	5	1
O=C(Nc1ccc(NC(=O)c2cccs2)cn1)c1ccco1	-43	12
COc1ccc(NC(=O)CSc2nc(C)c3c(c2C#N)CCCC3)cc1	-12	-10
COc1ccc2nc(NC(=O)CSc3nnc(-c4ccoc4C)n3C)sc2c1	26	0
CNC(=O)NC(=O)CSc1nnc(C(F)(F)F)n1C	-11	3
O=C(Nc1ccccc1C(=O)O)c1cccc(NC(=O)c2ccc(Br)o2)c1	-2	-7
Oc1ccccc1C1N=C(c2ccccc2)NC(c2ccccc2)=N1	0	1
Cc1ccccc1C(=O)NC1CCS(=O)(=O)C1 (centres undefined)	1	-2
CC(C)Nc1nc(NC(C)C)nc(N(C)n2cnnc2)n1	-4	15
C=CCn1cc(C(=O)NCC2CCCO2)c(=O)c2cc(S(=O)(=O)N3CCCCCC3)ccc21 (centres undefined)	1	-2
COc1ccc(C2=NC(C(F)(F)F)(C(F)(F)F)c3c(n(C)c(=O)n(C)c3=O)N2)cc1	-10	-23
CC(=O)c1ccc(NC(=O)c2ccn[nH]2)cc1	0	-2
Nc1nnc(CCCCc2cccs2)o1	-8	2
CCCS(=O)(=O)N1CCCC(C(=O)NCCc2ccc(OC)c(OC)c2)C1 (centres undefined)	-7	8
COc1cccc(-c2nc(CS(=O)CC(=O)NCCCOC(C)C)c(C)o2)c1 (centres undefined)	-13	2
COc1ccc(S(=O)(=O)N2CCC(n3cnc4cc(C(F)(F)F)ccc43)CC2)cc1	-1	3
Cc1cc(-n2c(C)cc(C(=O)CN3C(=O)NC4(CCCCC4C)C3=O)c2C)no1 (centres undefined)	14	-4
COc1ccccc1N1CCN(CCc2n[nH]c(=S)n2-c2ccccc2)CC1	2	6
CC(C)COC(=O)Nc1ccc(C(=O)O)cc1	12	-11
CSc1nnnn1CCn1nnnc1SC	0	-11
c1ccc2c(c1)[nH]c1c(N3CCSCC3)ncnc12	0	2
O=C(O)CN(c1ccccc1F)S(=O)(=O)c1ccccc1	0	0
CCCCCC(=O)NC(=S)Nc1ccc(N2CCCCC2)c(Cl)c1	2	1
COc1ccc(NC(=O)c2ccco2)cc1N	15	-3
COc1cccc(NC(=O)C2CCN(S(=O)(=O)c3ccc4c(c3)OCCO4)CC2)c1	5	-10
Brc1ccc(-c2nnc3c4ccccc4nc(N4CCOCC4)n23)cc1	3	-7
CCc1nc(SCC(=O)Nc2cc(C)on2)c2c(C)c(C)sc2n1	0	1
COc1ccc(-c2c(-c3ccc(O)cc3O)n[nH]c2C)cc1OC	-2	3
CCOc1ccc(N/C=C/C(=O)c2ccc(OC)cc2)c([N+](=O)[O-])c1	73*	-6
CCCNc1[nH]c(=O)n(C)c(=O)c1N=O	4	-3
CCC1CCCCN1c1nc(-c2cccc(OC)c2O)nc2ccccc12 (centres undefined)	1	1
CCOc1ccc(CCNC(=O)C2CCCN(c3nn4c(=O)cc(C)nc4s3)C2)cc1OCC (centres undefined)	-11	3
CCOCCCNC(=O)CCc1nnc2ccc(N3CCCCC3)nn12	-6	-15
C=C1CSc2nc3ccccc3c(=O)n21	-15	1
Fc1ccc(-c2nn3c(C4COc5ccccc5O4)nnc3s2)cc1 (centres undefined)	42*	2
O=C(NC1CCCc2ccccc21)C1CCN(S(=O)(=O)N2CCCCCC2)CC1 (centres undefined)	1	-1
COc1ccc(NC(=O)CSc2nnc(CN3CCOCC3)n2-c2ccccc2)cc1Cl	3	-5
Cc1c(C(=O)OCC(=O)c2ccc3c(c2)OCCO3)oc2ccccc12	31	-7
CCOC(=O)c1c(C)[nH]c(C(=O)COC(=O)c2cnc(C)cn2)c1C	-8	2
